# Screening results (PubChem BioAssay)
# PvdQ acylase: P. aeruginosa PvdQ acylase inhibitors, primary screen, biochemical, fluorescence, plate reader and imaging, single point; 340,000 compounds, 0.063% hits; inhibition, % at 10 µM; purified PvdQ acylase; PvdQ acylase [Pseudomonas aeruginosa LESB58]; AID 488965, 2010; in the data active = inhibition above about 30%, passing the limit was not always enough; inconclusive = no clear call, values can overlap the other calls;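 also: 0% = vehicle neutral wells and 100% = reference inhibitor wells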
# LANA DNA inh: inhibitors of KSHV C-LANA binding to DNA, primary screen, biochemical, fluorescence polarization, FAM-LBS DNA, MBP-C-LANA, single point; inhibition, % at 9 µM; 340,000 compounds, 0.078% hits; AID 504423, 2011;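 active = highest replicate inhibition at or above 60% at 9 µM, even if other replicates fall short; inactive = all replicates below 60% inhibition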;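 also: 0% = neutral control wells and 100% = 4 µM acridine orange control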
# PKA-R2B act: activators of PKA-R2B holoenzyme, primary screen, biochemical, fluorescence polarization, Cy5-IP20, human; AID 504700, 2011; cAMP-dependent protein kinase catalytic subunit beta (Homo sapiens) + cAMP-dependent …; 340,000 compounds, 0.079% hits; PKA-R2B holoenzyme dissociation; R2B truncated from residue 108, S112A mutant; 0% DMSO only, 100% 113 µM cGMP; activation, % at 11.4 µM;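 active = activation above a cutoff set at the mean over all compounds plus 3 SD, cut at about 18% in these data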;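 also: higher means more holoenzyme dissociation and a rise in polarization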
# Target sequence (P31323 whole entry, looked up, other chains not shown, the tested form may be a part): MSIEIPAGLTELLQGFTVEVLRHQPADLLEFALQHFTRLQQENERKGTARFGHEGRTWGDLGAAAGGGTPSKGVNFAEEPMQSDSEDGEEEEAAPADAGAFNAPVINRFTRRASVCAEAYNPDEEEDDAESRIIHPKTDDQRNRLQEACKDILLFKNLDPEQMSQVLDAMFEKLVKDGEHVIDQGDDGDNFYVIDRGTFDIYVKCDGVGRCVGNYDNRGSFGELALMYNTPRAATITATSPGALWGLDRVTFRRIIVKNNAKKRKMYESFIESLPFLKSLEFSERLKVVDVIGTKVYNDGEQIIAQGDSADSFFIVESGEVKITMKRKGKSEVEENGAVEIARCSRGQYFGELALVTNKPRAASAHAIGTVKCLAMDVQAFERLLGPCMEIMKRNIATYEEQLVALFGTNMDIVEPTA
# NSD2 inh: NSD2 histone methyltransferase inhibitors, primary screen, biochemical, AlphaScreen, single concentration, set 2 | Histone-lysine N-methyltransferase NSD2 (Homo sapiens), O96028 | AID 743445, 2014 | inhibition, % at 12.5 µM | NSD2 peptide methylation, 120 min | 310,000 compounds, 0.54% hits; in the data active = inhibition above about 50%
# SR-BI HDL uptake: inhibitors of SR-BI mediated HDL lipid uptake, primary screen, ldlA[mSR-BI] cells, fluorescence, single point; Scavenger receptor class B member 1 (Mus musculus), Q61009; ldlA[mSR-BI] CHO cells, DiI-HDL uptake fluorescence, 3 h; inhibition, % at 12.5 µM; 320,000 compounds, 0.96% hits;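 active = mean replicate inhibition of at least 70% and a set share of replicates each scoring 70 or more; inconclusive = meets just one of the two criteria; inactive = fails both criteria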;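 also: 0% = median of neutral control wells and 100% = median of positive control wells; values of inactives mirror those of a sister screen read the other way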
# Target sequence (Q61009 whole entry, looked up): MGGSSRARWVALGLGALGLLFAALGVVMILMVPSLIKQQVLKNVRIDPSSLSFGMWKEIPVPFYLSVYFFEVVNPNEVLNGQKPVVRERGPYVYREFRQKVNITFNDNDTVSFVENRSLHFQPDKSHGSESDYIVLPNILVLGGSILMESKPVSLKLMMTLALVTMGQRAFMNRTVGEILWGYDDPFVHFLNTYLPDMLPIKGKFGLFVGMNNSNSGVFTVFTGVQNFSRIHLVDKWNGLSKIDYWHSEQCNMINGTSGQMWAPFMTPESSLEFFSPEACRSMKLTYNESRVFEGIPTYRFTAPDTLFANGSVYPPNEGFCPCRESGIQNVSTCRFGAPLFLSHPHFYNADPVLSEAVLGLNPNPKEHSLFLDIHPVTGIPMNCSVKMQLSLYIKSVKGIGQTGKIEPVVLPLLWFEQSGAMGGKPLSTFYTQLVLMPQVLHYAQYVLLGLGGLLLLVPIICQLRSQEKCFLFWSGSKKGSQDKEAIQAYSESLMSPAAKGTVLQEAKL
# Cardiac RTF inh: cardiac RTF calcium sensitivity inhibitors, primary screen, biochemical, IANBD-TnC fluorescence, EC70 calcium | AID 493244, 2011 | IANBD-labeled cardiac RTF, Ca2+ fluorescence | Troponin I, cardiac muscle (Homo sapiens) + Troponin T, cardiac muscle (Homo sapiens) + … | inhibition, % at 7.15 µM | 340,000 compounds, 0.12% hits;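 active = inhibition above the mean inhibition of all tested compounds plus 3 SD, cut at about 17% in these data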;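 also: assay run at fixed EC70 calcium of 1.6 mM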
# Keap1-Nrf2 PPI: Keap1-Nrf2 protein-protein interaction inhibitors, primary screen, biochemical, fluorescence polarization, single point | Kelch-like ECH-associated protein 1 (Homo sapiens), Q14145 | Keap1 Kelch-Nrf2 peptide fluorescence polarization, 1536-well | inhibition, % at 9.4 µM | 340,000 compounds, 0.15% hits | AID 504523, 2011; in the data active = inhibition above about 12%; inconclusive = no clear call, values can overlap the other calls; inactive = below about 7.3%;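 also: human Keap1 Kelch domain with fluorescein labeled Nrf2 9mer peptide probe; 0% = neutral control wells and 100% = peptide positive control; higher means more block of Keap1 binding to Nrf2 peptide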
# SR-BI uptake up: activators of SR-BI mediated DiI-HDL uptake, primary screen, ldlA[mSR-BI] CHO cells, DiI fluorescence; 3 h; 100 = double the neutral-control signal; activation, % at 12.5 µM; 320,000 compounds, 0.096% hits;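 active = mean replicate activation of at least 60% and every replicate at or above 60%; inconclusive = mean or all-replicate condition met, but not both; inactive = mean below 60% and not all replicates reaching 60%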;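 also: 0% = median plate neutral-control signal and 100% = twice that signal; values of inactives mirror those of a sister screen read the other way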
#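 System: LDL receptor-deficient CHO ldlA cells overexpressing murine SR-BI | Timing: 3 h uptake period with compound, 37 °C | Medium: HEPES-buffered (25 mM, pH 7.4) F12 plus 0.5% BSA | Dosing: Single-point compound dose | Signal: Bottom-read fluorescence, 550/595 nm | Read-out: Retained DiI signal reflecting DiI-HDL uptake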
# Arr AP2 block: inhibitors of beta-arrestin/AP2 binding, primary screen, biochemical, GPCR trafficking, flow cytometry; FITC-arrestin peptide / GST-AP2 beads; AP2 beta2 appendage carries R879A mutation; AID 504490, 2011; 340,000 compounds, 0.31% hits; beta-arrestin 1 C-terminal peptide binding to AP2 beta2-adaptin appendage (human); inhibition, % at 10 µM;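 active = inhibition above a set limit, near 3 SD of compounds lacking own fluorescence, cut at about 54% in these data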;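 also: plate controls were DMSO wells for no effect and 5 µM unlabelled arrestin peptide for full effect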
#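 test system = AP2 appendage R879A on GSH beads | buffer or medium = PBS plus Tween 20 (0.05%) and BSA (0.1%) | incubation = 12 min plus 1 h, RT | detection = bead flow cytometry, FITC channel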
# DAGLB inhibitor: DAGLB lipase inhibitors, primary screen, biochemical, fluorescence, HTS; Diacylglycerol lipase-beta (Homo sapiens), Q8NCG7; HEK293T DAGLB membrane lysate, EnzChek fluorogenic substrate; inhibition, % at 5.17 µM; 340,000 compounds, 0.059% hits; AID 504411, 2011; in the data active = inhibition above about 34%;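 also: 0% = enzyme with vehicle and 100% = wells lacking enzyme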
# The depositor's hits bear a star; ? = inconclusive; nt = not tested or not shown.
SMILES,PvdQ acylase,LANA DNA inh,PKA-R2B act,NSD2 inh,SR-BI HDL uptake,Cardiac RTF inh,Keap1-Nrf2 PPI,SR-BI uptake up,Arr AP2 block,DAGLB inhibitor
COc1ccc(C2C(C(=O)c3ccc(C)o3)=C(O)C(=O)N2Cc2cccnc2)cc1OC (stereo not drawn),-8.5,3.0,4.5,0.0,-1.5,-0.5,-2.2,1.5,14.5,0.0
COC(=O)[C@H](Cc1ccccc1)NC(=O)N1CCN(Cc2ccccc2)CC1,-4.4,-1.7,-7.7,5.0,-17.5,-1.5,0.2,17.5,-3.6,1.6
C/C(=N\NC(=O)c1cc(-c2cccc([N+](=O)[O-])c2)n[nH]1)c1ccc(F)cc1,-9.9,-0.7,nt,-0.2,-7.1,nt,-3.9,7.1,-14.1,nt
CC(=O)Nc1ccc(S(=O)(=O)NCC2CCC(C(=O)NCCC3=CCCCC3)CC2)cc1 (stereo not drawn),-10.2,-2.3,-4.2,nt,38.9,-5.8,-2.5,-38.9,0.2,1.6
NSc1nc(N)c2nc(-c3ccccc3)c(-c3ccccc3)nc2n1,19.6,0.9,6.4,-3.9,45.8,-15.3,-4.2,-45.8,-7.8,-1.5
N#Cc1ccc(OCC(=O)OCC(=O)Nc2sccc2C(N)=O)cc1,9.5,0.9,-0.8,-1.8,-16.9,8.6,1.7,16.9,18.2,0.1
COC(=O)c1c(NC(=O)c2ccoc2C)sc(C)c1C,-8.3,0.2,4.4,-0.2,35.6,-8.2,-2.2,-35.6,1.0,-0.3
COc1ccc(SC[C@H](C)CN2CC[C@H](C)CCC2=O)cc1,-13.1,-0.6,-7.2,nt,20.6,-5.1,-4.2,-20.6,-0.3,-4.0
CCc1ccc(N2CC(C(=O)Nc3ccc(S(=O)(=O)NCC4CCCO4)cc3)CC2=O)cc1 (stereo not drawn),-15.2,-1.1,-9.7,4.0,0.5,-9.4,-1.9,-0.5,12.7,-1.6
CC(=O)N1CCN(C(=O)CCNS(=O)(=O)c2ccc(Br)cc2)CC1,-17.0,-0.2,13.9,-1.3,-6.4,-5.4,-0.8,6.4,1.6,-2.6
COc1cc(/C=N/NC(=O)c2ccncc2)cc(OC)c1OC,-9.5,-0.3,-11.7,-2.5,6.6,-8.5,-2.9,-6.6,-2.8,-0.9
COc1cc(CN2CCN(c3cccc(C)c3C)CC2)cc(Br)c1O,-23.9,-1.2,5.0,0.0,?,-0.5,-2.6,-71.3,2.3,-2.5
COC(=O)CNC(=O)Cn1nc(C)c([N+](=O)[O-])c1C,-9.1,1.3,8.3,0.8,-7.3,1.6,0.9,7.3,11.2,-0.8
COc1ccccc1N1C(=O)c2ccc(C(=O)Nc3ccc(C(=O)O)cc3)cc2C1=O,-3.4,0.3,8.6,1.1,-14.2,-1.0,-2.0,14.2,2.2,1.4
Cc1ccc(C(c2ccc(C)c(C)c2)C(O)C2OC(=O)C(O)C2O)cc1C (stereo not drawn),-21.5,5.2,-9.0,1.0,-10.2,-9.1,-0.2,10.2,5.5,-5.0
COc1ccc(OCC(=O)Nc2cc(-c3nn(C)c(=O)c4ccccc34)ccc2N2CCOCC2)cc1,4.3,-1.2,-0.8,-0.1,57.3,9.9,1.2,-57.3,35.2,-2.5
Cc1ccc(-c2cc(C(=O)Nc3cc(C)ccc3C)[nH]n2)c(O)c1,-12.6,-0.9,8.0,-3.3,20.0,-9.4,-4.2,-20.0,7.3,-1.2
COc1cc(C(C)=O)ccc1Oc1ncnc2c1cnn2-c1ccc(C)c(C)c1,-8.0,1.6,-4.7,2.3,14.4,-3.4,-1.9,-14.4,-3.2,0.1
Cn1c(N)c(S(=O)(=O)N2CCN(C(=O)c3ccco3)CC2)c(=O)n(C)c1=O,7.1,2.1,-16.3,-3.0,-4.7,3.7,0.5,4.7,21.8,-2.9
CC(C)(C)NC(=O)NC(=O)CN1CCN(S(=O)(=O)/C=C/c2ccccc2)CC1,-4.9,-0.7,-3.7,-0.3,nt,-19.9,-0.5,nt,10.7,1.5
CCOC(=O)CSc1nnc(CCCCCN2C(=O)c3cccc4cccc(c34)C2=O)o1,-12.4,-1.1,-4.8,-2.8,-13.6,-2.5,1.8,13.6,2.5,0.7
CC(=O)NC(=S)Nc1ccccc1C(=O)Nc1ccccc1,-4.2,-1.1,1.3,-1.7,-39.3,12.4,-0.8,39.3,9.2,1.2
O=C(CNC(=S)N(Cc1ccccc1)Cc1cccnc1)NCCc1ccccc1,-0.5,4.2,-7.2,-1.3,8.9,-12.2,3.3,-8.9,-33.2,2.5
O=C(O)CCC(=O)N1CCc2cc(S(=O)(=O)N(CCc3ccccc3)Cc3ccccc3)ccc21,7.2,-0.5,8.8,-1.6,-4.5,-3.5,-1.4,4.5,-2.2,-1.1
Cc1ccccc1S(=O)(=O)Nc1nc2ccccc2nc1Cl,-12.6,1.1,-3.7,-1.7,-0.8,-4.0,-5.8,0.8,8.4,1.3
CCCOc1ccc(C2C(=O)N(C3CCCCC3)CC(=O)N2CCCOCC)cc1OC (stereo not drawn),-13.5,-0.3,2.6,-2.8,-33.1,-4.9,-5.4,33.1,2.6,1.8
CSCCC(NC(=O)c1ccccc1Cl)C(=O)OCC(=O)N1CCCC1=O (stereo not drawn),-9.8,-2.3,-1.9,nt,-17.2,-9.3,-4.4,17.2,41.7,3.2
COCCCN(C(=O)Cc1coc2cc(C)c(C)cc12)c1c(N)n(Cc2ccccc2)c(=O)[nH]c1=O,-7.9,0.5,-12.3,1.3,-4.5,4.3,-3.5,4.5,4.1,4.2
Cc1cc(C)cc(C(=O)N2CCN(Cc3ccc4c(c3)OCO4)CC2)c1,-6.1,-2.0,3.3,3.6,11.4,4.9,-0.5,-11.4,24.4,-4.1
COc1ccc(N(CC(=O)N2c3ccccc3CC2C)S(=O)(=O)c2c(C)noc2C)cc1 (stereo not drawn),-9.0,-1.3,3.4,-0.7,4.1,-5.8,-1.4,-4.1,6.0,-4.4
CCc1ccc(OCC(=O)N2c3ccccc3CCc3ccccc32)cc1,-4.1,-0.1,-9.2,nt,8.4,-10.5,0.9,-8.4,25.2,-11.3
O=C(NCc1ccccc1)C1=C[C@@H](c2ccccc2)C[C@@H](OCCCCO)O1,-8.4,-1.7,-9.2,nt,-5.8,-3.0,0.0,5.8,12.2,0.3
COc1ccc(OC)c(Nc2nc(N)nc(-c3cc4ccccc4o3)n2)c1,6.6,0.8,-11.8,-1.4,41.9,-7.5,-6.7,-41.9,6.6,-5.8
Cc1ccc(S(=O)(=O)N2CCOCC2)cc1C(=O)NCc1ccccn1,-16.2,1.5,6.0,-1.9,21.2,-0.5,-3.8,-21.2,-0.6,0.5
O=C(Nc1cccc(S(=O)(=O)N2CCCCC2)c1)c1cccs1,-2.8,-2.9,-8.4,0.6,14.3,-0.9,2.4,-14.3,-8.2,-0.7
COc1ccc(C(=O)NC(=S)NCCc2ccccc2)cc1,-14.8,0.1,-12.5,-1.1,-12.1,-2.6,-2.6,12.1,-3.6,-3.6
O=C(/C=C/Nc1ccc(Br)cn1)c1cccc(OC(F)F)c1,-8.6,2.9,-10.8,-2.4,35.5,-1.4,-2.1,-35.5,-0.4,-5.4
CCC1C/C(=C\c2cc(OC)c(OC)cc2OC)C(=O)/C(=C/c2cc(OC)c(OC)cc2OC)C1 (stereo not drawn),11.4,-0.2,-5.8,2.5,36.6,-21.8,-6.2,-36.6,6.8,0.7
O=C(O)CSCC(=O)NCc1ccccc1,12.7,0.2,-7.4,-2.4,1.8,-2.5,-3.3,-1.8,22.1,-2.0
CCCCOCCCNC(=O)N[C@H](C(=O)OC)C(C)C,-16.1,-1.2,1.4,-1.6,-11.9,-8.2,2.1,11.9,27.6,1.7
Cn1ncc(Br)c1C(=O)NC1C2CC3CC(C2)CC1C3 (stereo not drawn),4.8,1.4,-9.4,0.3,-14.4,-2.3,-5.2,14.4,-0.6,-2.2
Cn1nc(C(=O)Nc2ccc(S(=O)(=O)N3CCCCC3)cc2)c2ccccc2c1=O,6.0,3.3,-5.7,1.4,22.3,8.9,-1.4,-22.3,10.5,-0.8
CCOC(=O)Cc1cc(=O)n2[nH]c(C)c(-c3ccc(OC)cc3)c2n1,7.1,-0.7,0.7,2.0,-36.2,-4.8,4.8,36.2,34.9,1.1
O=[N+]([O-])c1ccc(N2CCCCC2)cc1N1CCOCC1,-7.1,-0.1,-1.6,6.2,-15.4,-9.8,0.1,15.4,7.1,0.8
Cc1c(C)c2ccc(OCC(=O)N3CCN(c4ccc(F)cc4)CC3)c(C)c2oc1=O,-5.7,0.5,-2.6,-3.2,-3.8,-9.3,5.6,3.8,-5.0,-2.3
COc1ccc(CCn2c(NCc3ccco3)nc3c2c(=O)[nH]c(=O)n3C)cc1,-11.3,-0.5,-13.8,1.2,31.6,-4.1,-2.1,-31.6,-5.8,-0.1
CCCCSc1nnc(-c2cc(Br)ccc2N)c(=O)[nH]1,-8.9,3.2,-14.2,1.1,-9.5,-23.5,-4.7,9.5,7.1,8.1
CCCC1(c2ccccc2)NC(=O)N(CC(=O)Nc2ccccc2C(F)(F)F)C1=O (stereo not drawn),-9.6,-1.0,-7.2,-5.0,nt,-8.5,-0.6,nt,-6.7,1.5
